CAL PDZ FP-1 – blocks peptide binding to human CAL PDZ domain. purified CAL PDZ, TMR-peptide fluorescence polarization, 1 h. inhibition, % at 20 µM. 0.02% of 330,000 active. AID 504414;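 active means highest replicate inhibition of at least 40%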;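 further: plate controls were DMSO neutral control wells for no effect and unlabeled competitor peptide control wells for full effect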
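Control set: unlabelled peptide and DMSO controls / Material: purified CerCALP PDZ construct / Timing: 1 h incubation at room temperature before polarization reading / Doses: 20 µM, one dose / Detection: fluorescence polarization (mP)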
Rtt109 HAT inh – C. albicans Rtt109 histone acetyltransferase inhibition; inhibition, % at 34.9 µM; 0.16% of 330,000 active; AID 540336; purified Rtt109/Vps75, ThioGlo CoA-SH fluorescence, 4 h; Q5AAJ8;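 active means inhibition of at least 50% in every replicate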
Target sequence (Q5AAJ8 whole entry, looked up): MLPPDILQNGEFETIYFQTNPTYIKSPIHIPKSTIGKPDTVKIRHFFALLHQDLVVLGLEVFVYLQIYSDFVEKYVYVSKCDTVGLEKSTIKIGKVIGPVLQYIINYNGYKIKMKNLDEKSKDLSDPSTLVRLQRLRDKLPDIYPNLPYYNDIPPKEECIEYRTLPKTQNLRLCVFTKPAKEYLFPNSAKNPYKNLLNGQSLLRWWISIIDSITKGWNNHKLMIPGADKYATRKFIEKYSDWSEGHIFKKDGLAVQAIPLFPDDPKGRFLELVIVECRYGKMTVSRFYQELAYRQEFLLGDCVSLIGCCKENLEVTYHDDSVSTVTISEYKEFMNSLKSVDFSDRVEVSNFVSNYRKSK
NSD2 HMT inh – NSD2 (human) methyltransferase inhibition; NSD2 peptide methylation, AlphaScreen, 120 min; inhibition, % at 12.5 µM; O96028; 0.54% of 310,000 active; in the data active means inhibition above about 50%
PvdQ inh – P. aeruginosa PvdQ acylase inhibition; purified PvdQ acylase, fluorescence plate reader; inhibition, % at 10 µM; 0.063% of 340,000 active; AID 488965; in the data active means inhibition above about 30%, passing the limit was not always enough;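 further: 0% = vehicle neutral wells and 100% = reference inhibitor wells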
SR-BI uptake up – SR-BI HDL lipid transfer activation; CHO ldlA[mSR-BI] cells, DiI-HDL uptake fluorescence, 3 h; 100 = double the neutral-control signal; activation, % at 12.5 µM; 0.096% of 320,000 active; AID 504775;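 active means mean replicate activation of at least 60% and every replicate at or above 60%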;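 further: 0% = median plate neutral-control signal and 100% = twice that signal; values of inactives mirror those of a sister screen read the other way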
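Material: SR-BI-overexpressing, LDLR-lacking CHO cells; schedule: compound exposure 3 h, 37 °C; reagent: DiI-labelled HDL at 10 µg/mL final; technique: bottom-read fluorescence, 550/595 nm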
CAL PDZ FP-2 – inhibitors of human CAL PDZ peptide binding | Q9HD26 | purified CAL PDZ, TMR-peptide fluorescence polarization, 1 h | inhibition, % at 24.9 µM | 0.92% of 300,000 active | AID 602252;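 active means mean inhibition of at least 30% with at least half of replicates also reaching 30%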;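 further: 0% = DMSO neutral control and 100% = excess unlabeled competitor peptide PRC23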
MITF TRPM1 HTS – activators of MITF-driven TRPM1 promoter activity in SK-MEL-5 cells | SK-MEL-5 TRPM1-promoter luciferase, 24 h; % of positive control, neutral wells = 0 | activation, % at 12.5 µM | 0.75% of 300,000 active | AID 588334;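 active means mean activation of at least 80% with every replicate also reaching 80%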;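 further: 0% = neutral control wells and 100% = parthenolide positive control wells; values of inactives mirror those of a sister screen read the other way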
dFosB activator – mouse delta FosB homodimer activation. P13346. purified delta FosB, TAMRA-CDK5 oligo fluorescence polarization; percent of positive-control signal above neutral wells. activation, % at 25 µM. 0.99% of 340,000 active. AID 493131;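 active means mean activation above about 17%, with every replicate also reaching it, limit read from the data, passing the limit was not always enough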;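 further: fluorescence polarization rise as delta FosB binds a TAMRA Cdk5 AP-1 oligo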
Target sequence (P13346 whole entry, looked up): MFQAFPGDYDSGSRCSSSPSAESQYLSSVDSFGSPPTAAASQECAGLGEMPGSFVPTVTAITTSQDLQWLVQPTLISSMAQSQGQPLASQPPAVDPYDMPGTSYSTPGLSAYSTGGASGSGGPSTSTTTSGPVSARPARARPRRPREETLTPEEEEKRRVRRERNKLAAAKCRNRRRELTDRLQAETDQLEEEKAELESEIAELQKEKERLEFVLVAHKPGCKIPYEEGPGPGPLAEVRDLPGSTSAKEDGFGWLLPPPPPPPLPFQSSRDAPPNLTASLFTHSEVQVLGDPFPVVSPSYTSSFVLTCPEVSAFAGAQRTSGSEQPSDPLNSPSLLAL
PfHsp90 yeast 2 – reduces growth (ATP signal) of yeast expressing P. falciparum Hsp90. S. cerevisiae expressing PfHsp90, BacTiter-Glo ATP, 48 h; yeast lacking PDR1 and PDR3 efflux regulators. inhibition, % at 9.4 µM. 0.32% of 310,000 active;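 active means every replicate shows inhibition above about 80%, whatever the replicate mean, limit read from the data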;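 further: 0% = DMSO neutral controls and 100% = 20 µM radicicol positive controls; yeast relying on Plasmodium falciparum Hsp90 in place of its own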
SR-BI HDL uptake – blocks mouse SR-BI lipid uptake from DiI-HDL; Q61009; ldlA[mSR-BI] CHO cells, DiI-HDL uptake fluorescence, 3 h; inhibition, % at 12.5 µM; 0.96% of 320,000 active; AID 488896;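 active means mean replicate inhibition of at least 70% and a set share of replicates each scoring 70 or more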;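 further: 0% = median of neutral control wells and 100% = median of positive control wells; values of inactives mirror those of a sister screen read the other way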
An asterisk follows results filed as active; . = no result given.

SMILES	CAL PDZ FP-1	Rtt109 HAT inh	NSD2 HMT inh	PvdQ inh	SR-BI uptake up	CAL PDZ FP-2	MITF TRPM1 HTS	dFosB activator	PfHsp90 yeast 2	SR-BI HDL uptake
COc1ccc(CCN(C)C(=O)c2cncc(Br)c2)cc1OC	-2.6	4	-3	-5	.	.	-4	-2	18	.
CC1CCN(S(=O)(=O)c2ccc3c(c2)c(=O)c(C(=O)N2CCOCC2)cn3C)CC1	-0.8	3	0	3	21	-2	9	-4	-4	-21
CCN(CC)CCCNC(=O)CC1Oc2ccc(C)cc2NC1=O (stereo unspecified)	-0.1	-3	.	-15	4	.	.	0	.	-4
O=C(OCc1ccc([N+](=O)[O-])cc1)C1CCN(S(=O)(=O)c2ccccc2)CC1	-0.7	-4	0	-11	-6	-6	-4	-6	-6	6
Cc1sc(N/N=C/c2ccco2)nc1-c1ccccc1	-0.6	6	2	-6	-69	-5	17	-7	-14	69
O=C(CSc1ccc2nnc(-c3cccc(F)c3)n2n1)NCC1CCCO1 (stereo unspecified)	0.2	-4	.	-9	22	0	4	-2	-28	-22
O=C1CC(c2cc(Br)ccc2F)c2cc3c(cc2N1)CCC3 (stereo unspecified)	-0.4	5	-4	-9	7	.	-21	41*	5	-7
Cc1ccc(C(=O)COC(=O)CNS(=O)(=O)c2ccccc2)cc1[N+](=O)[O-]	1.0	-1	14	1	19	.	.	0	39	-19
Cc1sc2nc(CSc3cccc(C(F)(F)F)c3)[nH]c(=O)c2c1C	-2.6	10	0	3	19	-5	0	-3	0	-19
Cc1ccc(C(=O)NCCNC(=O)c2ccc(C)nc2)cc1	-0.2	-11	1	-2	2	-1	4	-4	-14	-2
COc1cc2c(C(=O)N3CCCc4ccccc43)cn(C)c(=O)c2cc1OC	-1.1	-10	.	-1	-5	-4	.	-6	.	5
O=C(CC1C(=O)NC2CCCCC2N1C(=O)c1ccc([N+](=O)[O-])cc1)Nc1ccccc1 (stereo unspecified)	-1.9	-1	-1	-11	.	1	-7	-8	-10	.
c1ccc(OCc2nnc3sc(C4COc5ccccc5O4)nn23)cc1 (stereo unspecified)	0.1	-3	.	-14	21	.	-7	-8	-18	-21
O=C1c2cccnc2C(=O)N1c1cccc(-c2nc3ccccc3o2)c1	0.2	14	0	-13	9	11	2	0	.	-9
Oc1ccc(/C=N/n2c(COc3ccccc3)n[nH]c2=S)c(O)c1	-0.5	-4	1	-9	-17	-15	0	-8	-14	17
Cc1ccc(C(=O)c2c3ccccc3[n+]([O-])n2CCC(N)=O)cc1	-0.7	3	.	5	17	0	-9	-3	22	-17
Cc1cc([N+](=O)[O-])nn1CCCC(=O)NCc1ccc(F)cc1	-0.8	.	-2	8	.	.	16	-4	-18	.
CC(C)CCCN1CCN=C1N(C)C	0.2	-3	.	1	-13	-4	4	-3	-1	13
CCCCOC(=O)C1=C(C)NC2=C(C(=O)CCC2)C1c1cc(OC)ccc1OC (stereo unspecified)	-0.7	-5	-7	-5	0	1	.	-12	.	0
Cc1cccc(C)c1NC(=O)c1cccc(C(=O)Nc2c(C)cccc2C)n1	-0.4	-6	0	-15	23	.	.	-7	3	-23
CCOC(=O)c1c(C)[nH]c(C)c1C(=O)COC(=O)CSc1ccc(C)cc1	0.4	7	4	-10	5	-8	4	-13	8	-5
CC1CCCCC1NC(=O)c1ccc2c(c1)[nH]c(=O)n2C1CCCC1 (stereo unspecified)	-2.3	17	-2	-3	-42	0	.	-9	12	42
CCOC(=O)C1=C(C)NC(C)=C(C(=O)OC)C1c1ccco1 (stereo unspecified)	-0.7	4	2	-15	23	36*	-12	-5	26	-23
NC(=O)CSc1nc2sc3c(c2c2ncnn12)CCCC3	-4.7	-9	-4	-2	-3	1	.	-42	-21	3
O=C(Cc1cccs1)Nc1ccon1	0.4	0	3	9	3	10	3	-2	-17	-3

Carrying on.
SMILES	CAL PDZ FP-1	Rtt109 HAT inh	NSD2 HMT inh	PvdQ inh	SR-BI uptake up	CAL PDZ FP-2	MITF TRPM1 HTS	dFosB activator	PfHsp90 yeast 2	SR-BI HDL uptake
O=C(Nc1c2c(nn1-c1ccc(F)cc1)CSC2)c1ccc(S(=O)(=O)N2CCOCC2)cc1	-1.4	-4	0	-3	-2	1	7	-15	-1	2
Cc1cccnc1NC(=O)Cn1nc(C)c([N+](=O)[O-])c1C	-0.2	-4	0	-12	-6	0	-9	7	1	6
O=C1c2oc3ccc(F)cc3c(=O)c2C(c2ccccc2)N1CC1CCCO1 (stereo unspecified)	-2.3	8	-1	-19	11	-37	-8	6	7	-11
N#C/C(=C\c1ccc(N2CCOCC2)o1)C(=O)Nc1ccc(O)cc1	0.6	3	2	17	-28	4	55	-9	8	28
CC(=O)/C(C#N)=C1\NC(=O)C(Cc2ccc(C)c(Cl)c2)S1 (stereo unspecified)	-1.9	6	0	2	-4	-3	.	-10	-12	4
Cc1cc(N2CCN(C(c3ccccc3)c3ccccc3)CC2)n2ncnc2n1	-0.2	17	4	-5	22	2	.	-13	.	-22
COc1ccc(CC(=O)NCc2n[nH]c(=S)n2-c2ccccc2OC)cc1	0.2	11	-2	-11	7	.	-17	3	26	-7
COc1ccc(C(=O)CSc2nnc(CNc3ccc(C)cc3C)o2)cc1	-0.6	3	-1	-7	-11	-5	-9	-1	-37	11
Cc1c(C(=O)NCC(C)C)sc2nc(-c3ccc(F)cc3)cn12	-0.5	-20	.	-8	-33	-3	.	-9	-7	33
COc1ccc(S(=O)(=O)Nc2ccccc2N2CCOCC2)cc1OC	-0.2	-8	-1	7	3	3	-7	-6	.	-3
O=C(C1CCCN1S(=O)(=O)c1ccc(Cl)cc1)N1CCCCC1 (stereo unspecified)	-0.4	0	.	-14	5	.	-4	13	10	-5
CC(=O)N1CCN=C1SCc1ccccc1Cl	-0.3	4	.	-9	0	.	10	1	15	0
O=C(C[n+]1ccsc1)c1ccccc1	-0.8	6	-1	-26	57	1	11	-2	-3	-57
Cc1cc(C(=O)NC2CCCN(Cc3ccccc3F)C2)no1 (stereo unspecified)	0.9	-3	.	-4	5	-2	0	-1	9	-5
CC1SC(=Nc2ccccc2)N(S(=O)(=O)c2ccccc2)C1=O (stereo unspecified)	-1.2	-10	-3	2	-32	.	-1	3	-4	32
Cc1ccc(CNC(=O)C2CC3Cn4c(nc5cc(C)c(C)cc54)C3N2C)o1 (stereo unspecified)	-0.5	-6	.	-13	0	-3	-3	-8	-6	0
CC(C)(C)OC(=O)NC(Cc1ccccc1)C(=O)NC(CSC1CCCCO1)C(=O)NN (stereo unspecified)	2.2	4	-2	12	27	-2	6	-10	1	-27
CC(C)CC(C(=O)NC1CCCCC1)N(Cc1ccccc1)C(=O)c1snc(C(N)=O)c1N (stereo unspecified)	-1.1	6	-1	9	.	.	-4	-7	36	.
COc1ccc(CNc2nc(-c3cccnc3)nn2C(C)=O)cc1	-0.1	-4	.	20	-12	4	3	-2	13	12
CCOC(CNC(=O)Cn1nc(C)c2ccccc21)OCC	0.7	1	24	-8	8	.	-4	1	14	-8
O=C(NCCS(=O)(=O)N1CCN(c2ccc(F)cc2)CC1)C1CC(=O)N(c2ccccc2)C1 (stereo unspecified)	-1.5	-4	-1	-15	14	-2	-9	2	-4	-14
O=C(CCC1CCCCC1)Nc1ccccc1-c1ccccc1	-1.9	-15	-4	-7	0	-3	-5	-3	.	0
CC1(C)CC(=O)C=C(N2CCOCC2)C1	-3.6	2	0	-13	-4	-5	-6	-1	-9	4
C=CCNCc1ccc(C(=O)NCCCCCCC)cc1[N+](=O)[O-]	0.8	-3	.	1	-46	-2	18	0	-6	46
CCN1CCN(CCC(=O)Nc2ccc(Br)c(C)c2)CC1	-4.1	1	8	-19	-5	-2	2	-9	-14	5

Remaining list, next part.
SMILES	CAL PDZ FP-1	Rtt109 HAT inh	NSD2 HMT inh	PvdQ inh	SR-BI uptake up	CAL PDZ FP-2	MITF TRPM1 HTS	dFosB activator	PfHsp90 yeast 2	SR-BI HDL uptake
Cc1ccc(S(=O)(=O)Oc2ccc(C3C4=C(CCCC4=O)N(CCC(=O)O)C4=C3C(=O)CCC4)cc2Cl)cc1	-0.2	-3	.	-9	20	-5	-7	-7	-7	-20
Cc1onc(NC(=O)NC(=O)c2c(Cl)cccc2Cl)c1Br	-2.3	9	10	3	10	-5	-3	-2	-2	-10
Cn1c(=O)c2cc(S(=O)(=O)NC(C(=O)NCc3cccnc3)c3ccccc3)ccc2n(C)c1=O (stereo unspecified)	-0.9	5	.	9	10	.	5	-10	-11	-10
Cc1ccc(-c2nc(CS(=O)CC(=O)NCCCc3ccccc3)c(C)o2)cc1 (stereo unspecified)	-2.5	-2	-1	-16	-32	-2	-16	-9	3	32
CCC(=O)N1CCc2cc(S(=O)(=O)CCC(=O)Nc3nc(C)cs3)ccc21	.	1	.	7	12	-2	-7	-6	-2	-12
Cc1ccc(C(=O)COC(=O)c2c(C)cc(=O)oc2C)cc1[N+](=O)[O-]	-1.0	10	-2	9	-11	-2	4	-6	-5	11
S=c1[nH]nc(-c2ccccc2)n1/N=C/c1ccc(-c2ccccc2Cl)o1	-1.6	-14	.	-10	24	.	-5	0	-31	-24
Cc1c(CCC(=O)NCCCn2ccnc2)c(=O)oc2c(C)c3oc4c(c3cc12)CCCC4	-6.3	2	.	-10	-27	-5	-3	-2	.	27
CC1CCN(C(=O)c2ccccc2NS(=O)(=O)c2ccccc2)CC1	-2.6	-8	-1	10	-3	1	5	-5	-7	3
Cc1nn(C)c(Oc2ccccc2)c1CCNC(=O)CC(C)C	-0.9	2	-3	-11	12	-2	-4	-3	0	-12
CC1(C)SC(=S)N(/N=C/c2cccnc2)C1N(O)C(=O)Nc1ccccc1 (stereo unspecified)	-0.7	7	13	-10	-19	.	0	-5	5	19
CCCCCCCCSc1nnc(CSc2nc3nc(C)cc(C)n3n2)o1	-5.8	5	-1	-9	19	-6	5	-2	-39	-19
COc1ccc(NC(=O)C2CCN(S(C)(=O)=O)CC2)cc1Cl	-3.0	.	0	-2	5	-2	-1	1	8	-5
CC/C(=C\C(=O)c1ccncc1)Nc1ccc(O)cc1	-1.6	-8	9	-13	21	-1	18	-2	-2	-21
O=C(c1cccc2cccc(O)c12)N1CCCCC1	-0.1	-9	5	-6	-21	.	.	-1	-19	21
Cc1cc(-c2cccc([N+](=O)[O-])c2)nc2ccc3ccccc3c12	-1.6	12	-1	9	-39	.	56	-5	2	39

Molecules listed so far containing bromine:
SMILES	CAL PDZ FP-1	Rtt109 HAT inh	NSD2 HMT inh	PvdQ inh	SR-BI uptake up	CAL PDZ FP-2	MITF TRPM1 HTS	dFosB activator	PfHsp90 yeast 2	SR-BI HDL uptake
COc1ccc(CCN(C)C(=O)c2cncc(Br)c2)cc1OC	-2.6	4	-3	-5	.	.	-4	-2	18	.
O=C1CC(c2cc(Br)ccc2F)c2cc3c(cc2N1)CCC3 (stereo unspecified)	-0.4	5	-4	-9	7	.	-21	41*	5	-7
CCN1CCN(CCC(=O)Nc2ccc(Br)c(C)c2)CC1	-4.1	1	8	-19	-5	-2	2	-9	-14	5
Cc1onc(NC(=O)NC(=O)c2c(Cl)cccc2Cl)c1Br	-2.3	9	10	3	10	-5	-3	-2	-2	-10

Rows were taken by chance; about 4.3% have a hit in one of these screens.
